High-throughput results from PubChem BioAssay.
b-catenin transl: modulators of beta-catenin nuclear translocation, primary screen, imaging, HeLa cells, immunofluorescence, high-content. 190,000 tested, 0.3% active. nuclear translocation activity, % at 5 µM;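 active = nuclear translocation activity above 50% at 5 µM, with a well cell count of 50 or more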;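 also: per-cell ratio of nuclear to cytoplasmic median beta-catenin stain intensity; plate controls were DMSO negative control for no effect and GSK-3 inhibitor IX positive control for full effect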
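Technique: fluorescence imaging of beta-catenin antibody stain plus DAPI / Material: human HeLa cell line / Incubation: compound treatment 24 h, 37°C, 5% CO2 / Read-out basis: % activation of per-cell nuclear versus cytoplasmic median beta-catenin signal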
WT yeast gro inh: growth inhibition of WT strain, primary screen, mitochondrial fusion inhibitor project, WT and mutant strains, chemical genetic; mitochondrial fusion phenotypic screen; inhibition, % at 10 µM; 190,000 tested, 2.1% active; AID 1362, 2008; in the data active = inhibition above about 58%; tested in S. cerevisiae
P. falciparum M1AAP: P. falciparum M1AAP inhibitors, biochemical, fluorogenic H-Leu-NHMec substrate, 1536-well (AID 1445) | recombinant M1AAP, H-Leu-NHMec fluorogenic kinetic assay; higher % means a stronger effect | one-dose inhibition, % at 30 µM; IC50 in µM for titrated hits | 220,000 tested, 0.42% active;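 active = primary inhibition above the hit cutoff, then over 50% inhibition at one or more dose response concentrations, cut at about 23% in these data, passing the limit was not always enough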;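 also: plate controls were DMSO full reaction for no effect and no enzyme background for full effect; strong numbers were not always called active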
Yfh1-off respiration: enhancers of respiration in Yfh1-depleted yeast, dose response, Friedreich's ataxia, plus single-dose screen (AID 1465); one-dose fold induction at 50 µM; EC50 in µM for titrated hits; 220,000 tested, 0.074% active; S. cerevisiae Yfh1-off respiration, WST-1 reduction, 72 h; higher fold induction means a stronger effect;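 active = fold induction of absorbance versus untreated yeast above a set limit, then at least 30% activation at any dose in follow-up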;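 also: activators that raise dye reduction in frataxin-depleted yeast; strong numbers were not always called active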
M17LAP inhibition: P. falciparum M17LAP inhibitors, primary screen, biochemical, fluorogenic H-Leu-NHMec substrate, 1536-well (AID 1619); 220,000 tested, 0.38% active; one-dose inhibition, % at 30 µM; IC50 in µM for titrated hits; recombinant M17LAP, H-Leu-NHMec fluorogenic kinetic assay; higher % means a stronger effect; Leucine aminopeptidase (Plasmodium falciparum (isolate 3D7));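 active = compound inhibiting the enzyme by more than half at any dose during confirmatory dose-response retesting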;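 also: plate controls were full reaction with DMSO carrier for no effect and no enzyme background for full effect; strong numbers were not always called active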
Dynein transport: inhibitors of GR-EGFP nuclear translocation, primary screen, dynein cargo transport inhibitor project, imaging, high-content, 3617.4 mouse cells; test concentration mostly 20 µM; stimulated with dexamethasone, 1 µM; hits give low values; z-score, hits read low; 220,000 tested, 0.47% active;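 active = plate z-score of nuclear minus cytoplasmic receptor signal below a set negative limit, without overly bright fluorescence or cell loss, cut at about -3.5 in these data, passing the limit was not always enough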;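 also: z-score of nuclear minus cytoplasmic ring GR-EGFP intensity difference per well; some compounds called inactive have numbers as strong as hits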
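medium = tetracycline-free induction medium containing charcoal-stripped FBS | also added = 1.0 µM final dexamethasone stimulus | schedule = 48 h induction, 1 h compound, 30 min dex at 37 °C | technique = fixed, Hoechst-stained cells imaged at 10x for EGFP | measure = GR-EGFP nuclear translocation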
Autophagy HCS: autophagy modulators in MEF cells, primary screen, imaging, high-content, MEF GFP-LC3; MEF GFP-LC3 puncta imaging; test concentration mostly 10 µM; AID 463193, 2010; 190,000 tested, 0.98% active; calls only at 10 µM (by protocol);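 active = percentage of spot-positive cells more than 3 SD above its plate mean, without a fluorescence outlier flag or 80% toxicity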;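 also: spot-positive cell cutoff set from DMSO-treated cells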
MT stabilize HCS: microtubule stabilizers in HeLa cells, primary screen, imaging, high-content imaging | HeLa tubulin immunostaining HCS, 24 h; share of cells brighter than vehicle mean+2SD | % tubulin-high responders, % at 10 µM | 200,000 tested, 0.83% active | AID 2205, 2009;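 active = plate Z-score above 3 for both tubulin-high and condensed-nucleus cell shares, with cell loss under 80%, at 10 µM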;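 also: anti alpha tubulin signal scored within the nucleus-defined area of each cell; some results filed as inactive read as strong as hits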
T cell modulator: modulators of CD8 T cell-vesicle binding, primary screen, mouse 2C CD8+ T cells, flow cytometry. 2C CD8+ T cell-vesicle binding; hits give low values. calls only at 7 µM. 330,000 tested, 0.068% active. AID 2052, 2009;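 active = response, share of CD8 T cells binding vesicles, and their 90th percentile fluorescence all below set limits, cut at about 80% in these data, passing the limit was not always enough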
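Assay system – 2C mouse CD8+ T cells · Also added – QL9-loaded Drosophila micro-vesicles · Timing – Cell–vesicle co-incubation 1.5 h at 37 °C, staining 20 min on ice · Signal – flow cytometry of vesicle-bound cells · Measure – percent CD8+ FL2 mean versus row control · Controls – Peptide-free naked vesicles (low) and QL9 vesicles with 0.7% DMSO vehicle (high)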
WT yeast gro inh mutant strain: recorded beside WT yeast gro inh, whose call it bears; inhibition, %; mitochondrial fusion phenotypic screen, mutant strain inhibition
Dynein transport cytoplasmic EGFP: further read-out of Dynein transport, marked with its call; z-score; measured here: cytoplasmic GR-EGFP intensity; hits give high values
Dynein transport nuclear GR-EGFP: further read-out of Dynein transport, marked with its call; z-score; measured here: nuclear GR-EGFP intensity;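 lower value marks the stronger effect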
Dynein transport cell count: further read-out of Dynein transport, marked with its call; z-score; measured here: cell count per field
b-catenin transl cell count 5 µM: second read-out of b-catenin transl, no call of its own (marks repeat the call); cell count; measured here: cell count, cytotoxicity flag
T cell modulator vesicle-bound %: also measured in T cell modulator; calls as there; double positive events, %; measured here: CD8+ vesicle-bound cell fraction;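 binding gate set so that unloaded-vesicle control wells show 10% double positive cells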
MT stabilize HCS Hoechst-high %: second read-out of MT stabilize HCS, no call of its own (marks repeat the call); % Hoechst-high responders; measured here: nuclear condensation Hoechst responders;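 share of cells brighter than vehicle mean plus two SD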
MT stabilize HCS cytotoxicity %: recorded beside MT stabilize HCS, whose call it bears; toxicity, %; measured here: cytotoxicity by cell density;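 0% = mean cell density of plate MIN control wells and 100% = no cells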
Autophagy HCS cell loss 18 h: further read-out of Autophagy HCS, marked with its call; toxicity, %; measured here: cell loss, nuclei count;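 cell loss after 18 h compound exposure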
* = called active by the depositor; i = inactive; · = no result given; + = active, no number. The order is random; overall some 4.4% were active at least once.

SMILES	b-catenin transl	b-catenin transl cell count 5 µM	WT yeast gro inh	WT yeast gro inh mutant strain	P. falciparum M1AAP	Yfh1-off respiration	M17LAP inhibition	Dynein transport	Dynein transport cytoplasmic EGFP	Dynein transport nuclear GR-EGFP	Dynein transport cell count	Autophagy HCS	Autophagy HCS cell loss 18 h	MT stabilize HCS	MT stabilize HCS Hoechst-high %	MT stabilize HCS cytotoxicity %	T cell modulator	T cell modulator vesicle-bound %
Brc1ccc2[nH]ncc2c1	-0.4	1071	-11	-1	5%	i	42%	-0.29	-0.14	-0.18	0.93	i	31	3.2	2.2	2.8	i	14
O=C(Nc1cc(Cl)cc(Cl)c1)C(NCC1CCCO1)c1ccccc1 (stereo unspecified)	2.1	969	29	5	11%	i	10%	1.5	-0.27	0.38	-0.15	i	1	3.9	3.6	11	i	64
O=C(CSc1nnc(CCc2nc3ccccc3[nH]2)n1-c1ccccc1)NCc1ccco1	-5.1	1209	15	10	5%	i	7%	-1.2	-0.22	-0.59	2.7	+	12*	2.8	2.1	0.8	i	5
OC(CNCc1ccc(-c2ccccc2)cc1)c1ccccc1 (stereo unspecified)	68*	364*	60*	58*	-1%	i	-5%	-0.23	-0.3	-0.13	-0.82	i	3	3.4	1.9	11	i	50
C/C(=N/NC(=O)c1ccoc1C)C12CC3CC(CC(C3)C1)C2	0.1	1234	14	26	1%	i	10%	0.83	0.014	0.38	0.13	i	-5	1.0	1.1	5.7	i	19
CC1CCN(S(=O)(=O)c2cccc(C(=O)O)c2)CC1	·	·	10	7	-5%	i	-5%	-0.18	-0.24	-0.28	0.48	i	0	1.2	1.7	8.5	i	20
NC(=O)CNC(=O)c1ccc(Cl)cc1	2.2	1131	·	·	3%	i	3%	0.24	-0.24	0.19	-0.45	·	·	·	·	·	i	13
CCOC(=O)c1c(N)sc2c1CCS(=O)(=O)C2	-3.7	1016	7	0	-3%	i	-5%	-1.2	0.11	-0.43	0.18	i	2	4.6	3.2	5.5	i	52
CCOC(=O)c1cc(C(=O)OCC)c2cc(Br)ccc2n1	·	·	0	-26	6%	i	0%	-0.066	-0.25	-0.0062	0.59	i	-5	2.0	1.8	9.9	i	18
CCCn1nnnc1NC(=O)c1ccc2ccccc2c1	1.5	871	8	10	1%	·	6%	0.85	-0.19	0.22	-0.28	i	-5	7.7	1.2	2.8	i	39

In a second layout: results already given.
| molecule | b-catenin transl | b-catenin transl cell count 5 µM | WT yeast gro inh | WT yeast gro inh mutant strain | P. falciparum M1AAP | Yfh1-off respiration | M17LAP inhibition | Dynein transport | Dynein transport cytoplasmic EGFP | Dynein transport nuclear GR-EGFP | Dynein transport cell count | Autophagy HCS | Autophagy HCS cell loss 18 h | MT stabilize HCS | MT stabilize HCS Hoechst-high % | MT stabilize HCS cytotoxicity % | T cell modulator | T cell modulator vesicle-bound % |
| --- | --- | --- | --- | --- | --- | --- | --- | --- | --- | --- | --- | --- | --- | --- | --- | --- | --- | --- |
| NC(=O)CNC(=O)c1ccc(Cl)cc1 | 2.2 | 1131 | · | · | 3% | i | 3% | 0.24 | -0.24 | 0.19 | -0.45 | · | · | · | · | · | i | 13 |
| O=C(Nc1cc(Cl)cc(Cl)c1)C(NCC1CCCO1)c1ccccc1 (stereo unspecified) | 2.1 | 969 | 29 | 5 | 11% | i | 10% | 1.5 | -0.27 | 0.38 | -0.15 | i | 1 | 3.9 | 3.6 | 11 | i | 64 |

Of the compounds above, these have nitrogen in an aromatic ring.
SMILES	b-catenin transl	b-catenin transl cell count 5 µM	WT yeast gro inh	WT yeast gro inh mutant strain	P. falciparum M1AAP	Yfh1-off respiration	M17LAP inhibition	Dynein transport	Dynein transport cytoplasmic EGFP	Dynein transport nuclear GR-EGFP	Dynein transport cell count	Autophagy HCS	Autophagy HCS cell loss 18 h	MT stabilize HCS	MT stabilize HCS Hoechst-high %	MT stabilize HCS cytotoxicity %	T cell modulator	T cell modulator vesicle-bound %
Brc1ccc2[nH]ncc2c1	-0.4	1071	-11	-1	5%	i	42%	-0.29	-0.14	-0.18	0.93	i	31	3.2	2.2	2.8	i	14
O=C(CSc1nnc(CCc2nc3ccccc3[nH]2)n1-c1ccccc1)NCc1ccco1	-5.1	1209	15	10	5%	i	7%	-1.2	-0.22	-0.59	2.7	+	12*	2.8	2.1	0.8	i	5
CCOC(=O)c1cc(C(=O)OCC)c2cc(Br)ccc2n1	·	·	0	-26	6%	i	0%	-0.066	-0.25	-0.0062	0.59	i	-5	2.0	1.8	9.9	i	18
CCCn1nnnc1NC(=O)c1ccc2ccccc2c1	1.5	871	8	10	1%	·	6%	0.85	-0.19	0.22	-0.28	i	-5	7.7	1.2	2.8	i	39

More records:
SMILES	b-catenin transl	b-catenin transl cell count 5 µM	WT yeast gro inh	WT yeast gro inh mutant strain	P. falciparum M1AAP	Yfh1-off respiration	M17LAP inhibition	Dynein transport	Dynein transport cytoplasmic EGFP	Dynein transport nuclear GR-EGFP	Dynein transport cell count	Autophagy HCS	Autophagy HCS cell loss 18 h	MT stabilize HCS	MT stabilize HCS Hoechst-high %	MT stabilize HCS cytotoxicity %	T cell modulator	T cell modulator vesicle-bound %
COc1nc(NC(C)(C)C)nc(Oc2ccc(=O)n(C)n2)n1	1.1	1144	4	12	4%	i	6%	0.73	-0.0022	0.67	-0.61	i	9	1.8	3.9	8.6	i	33
CCOc1ccc(CCN2CN(CC)CNC2=S)cc1OCC	-0.2	1108	-6	15	4%	i	-16%	-0.15	0.31	-0.075	0.69	i	-1	4.2	1.8	7.1	i	27
FC(F)(F)c1cc(NCc2cccs2)n2ncnc2n1	0.1	998	11	14	-1%	i	-5%	1.8	-0.18	1.3	-1.3	i	5	2.5	2.2	0.3	i	49
CC(C)C(=O)Nc1nnc(CSCc2ccccc2F)s1	·	·	-15	-11	-5%	i	-5%	-0.14	-0.19	0.006	0.48	i	-2	1.1	1.0	9.2	i	39
COc1ccc2[nH]c(C(=O)Nc3ccc(F)cc3Br)cc2c1	1.0	1177	·	·	7%	i	1%	-0.13	-0.26	-0.33	-0.11	·	·	·	·	·	i	16
O=C(CCCOc1ccccc1)N1CCc2ccccc2C1	·	·	5	-11	1%	i	10%	1.9	-0.24	0.2	-0.27	i	7	2.1	1.8	8.1	i	66
COc1ccc2c(c1)CCC(C)N2S(=O)(=O)c1ccc(C2CNC(=O)C2)cc1 (stereo unspecified)	1.3	569	3	2	0%	i	5%	0.043	-0.21	-0.013	0.87	i	-2	3.5	2.6	0.6	i	15
COc1ccc2c(c1)CCc1c-2n[nH]c1C(=O)O	-0.7	1041	72*	-9.6*	1%	i	-3%	1.3	-0.16	1.2	-1.2	i	-5	2.9	2.3	7.8	i	6
COc1ccc(-n2cc(CNCC3CC(=O)N(C4CC4)C3)c(-c3ccccc3Cl)n2)cc1 (stereo unspecified)	1.0	1041	-3	-1	5%	i	15%	-0.25	0.043	-0.14	0.53	i	-2	3.3	3.0	11	i	18
CN1CCN(C(=O)C2=C[C@@H](c3ccc(C(F)(F)F)cc3)C[C@@H](OCCCCO)O2)CC1	1.2	1056	1	-2	-5%	i	-5%	2.6	-0.2	1.6	-0.16	i	-2	1.5	0.4	3.3	·	·
O=C1c2ccccc2C(=O)N1CCCCSc1nnc2c(Cl)cc(Cl)cn12	·	·	2	4	6%	i	-1%	-0.53	-0.16	-0.21	0.064	i	27	2.0	1.0	6.7	i	44
N/C(CC(=O)Nc1ccc(F)cc1)=N\O	0.5	1041	5	14	4%	i	-1%	0.14	0.26	0.49	-0.79	i	25	6.2	2.6	0.7	i	48
O=C(c1c(Cl)cccc1Cl)N1CCCCCC1	-3.4	1000	-3	-11	4%	i	-12%	-0.73	-0.25	-0.16	1.6	i	15	4.2	2.1	4.4	i	62
Cc1cc(-c2ccc(Cl)cc2)n2ncnc2n1	-3.2	1276	·	·	0%	i	0%	0.45	0.2	0.049	0.37	·	·	·	·	·	i	31
CC(=O)Nc1nc(C)c(S(N)(=O)=O)s1	-3.5	964	10	2	-1%	·	4%	-0.5	-0.24	0.071	0.11	i	16	2.2	3.4	14	i	18
NC(=O)COC(=O)c1cccc(NS(=O)(=O)/C=C/c2ccccc2)c1	-4.0	1186	-13	4	-4%	i	-7%	0.11	-0.24	-0.14	0.42	i	-10	4.0	3.5	7.4	i	15
Nc1nnc(SCc2nc3scc(-c4ccccc4)c3c(=O)[nH]2)s1	-1.1	1328	·	·	4%	i	9%	-0.54	0.22	0.54	0.16	·	·	·	·	·	i	55
O=c1c2ccccc2nc(N2CCN(c3ccccc3)CC2)n1Cc1ccccc1	-6.5	1116	30	7	-11%	i	16%	0.88	0.015	0.9	-1.8	i	10	5.6	1.7	0.7	i	42
O=C(CCOc1ccccc1F)N1CCN(c2ccccc2O)CC1	-0.3	1115	4	0	-3%	i	1%	1.1	-0.24	0.75	-0.75	i	-40	1.4	1.6	11	i	46
O=C(Nc1cccc(F)c1)C1CCN(C(=O)Cc2ccccc2)CC1	1.3	1200	2	-1	2%	i	-4%	-1.3	-0.2	-0.21	1.4	i	6	2.8	1.4	0.2	i	11
